Screening results from PubChem BioAssay.
HT1080-NT tox – qHTS for induction of synthetic lethality in tumor cells producing 2HG: qHTS for the HT-1080-NT fibrosarcoma cell line | Potency, µM (titrated, usually from 46.1 µM), inactives show top-dose activity, negative = less viability, usual class: cytotoxic | 360,000 tested, 1.6% active | AID 686970, 2013 | HT-1080-NT fibrosarcoma viability, CellTiter-Glo ATP luminescence, 48 h;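 note: NT is the 2HG producing partner of a matched IDH1 knockdown line; potency is the fitted concentration of half-maximal effect; 0% = DMSO-treated cells and -100% = media-only wells without cells; nearly all actives have a fitted effect of over 55% in size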
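A 48-hour cytotoxicity screen used HT-1080-NT cells plated 2 hours before compound delivery. ATP-based CellTiter-Glo luminescence measured viability, normalized to DMSO and no-cell controls.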
MCF10A rerep – A quantitative high throughput screen for small molecules that induce DNA re-replication in MCF 10a normal breast cells; MCF 10A DNA re-replication, Hoechst nuclear intensity, 48 h; Potency, µM (doses to about 46.1 µM), for inactives: at the top dose activity, positive = re-replication, most hits filed as activators; 350,000 tested, 2.9% active; note: potency is the fitted concentration of half-maximal effect; % of control where 0% means no effect; nearly all actives have a fitted effect of over 50% in size
HepG2 tox – qHTS for Inhibitors of TGF-b: Cytotox Counterscreen; Potency, µM (series often up to 46.1 µM), for inactives: at the highest dose activity change, negative = cytotoxicity, usual class: cytotoxic; 410,000 tested, 0.76% active; HepG2 CAGA-GFP viability, ATP luminescence, 18 h; AID 588856, 2011; note: potency is the fitted concentration of half-maximal effect; some results filed as inactive show a strong effect at the top dose
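HepG2 CAGA-GFP cells (1000/well, DMEM with 1% FBS) received compound, then TGF-beta at 500 pg/mL final, and were incubated 18 hours at 37 degrees C. Viability was read by CellTiter-Glo luminescence. Media-only wells were set as complete cell-killing and DMSO as no toxicity.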
KB-3-1 tox – qHTS assay for MDR1-selective chemotherapeutics: Primary screen using the parental adenocarcinoma cell KB-3-1. 400,000 tested, 1.4% active. Potency, µM (top dose mostly 46.1 µM), without a hit: top-dose activity change, negative = cytotoxic, most hits filed as cytotoxic. KB-3-1 viability, CellTiter-Glo ATP luminescence, 72 h; note: potency is the fitted concentration of half-maximal effect; % is set by controls: 0 for no effect and ±100 for the full control effect; nearly all actives have a fitted effect of over 60% in size
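Cytotoxicity in the drug-sensitive parental line KB-3-1 was scored as loss of CellTiter-Glo luminescence following 72 h incubation with compound. Values come from curve fitting of normalized concentration-response data.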
ATXN2 expr inh – Primary qHTS for Inhibitors of ATXN expression; HEK-293 ATXN2-luciferase reporter, luminescence, 24 h; Potency, µM (doses to about 57 µM), without a hit: at the top dose activity change, negative = inhibition, hits mostly inhibitors; 360,000 tested, 0.72% active; AID 1745845, 2022; note: potency is the fitted concentration of half-maximal effect; % is set by controls: 0 for no effect and ±100 for the full control effect; nearly all actives have a fitted effect of over 55% in size
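qHTS (up to 57 uM final) was run with 24 h compound exposure of reporter cells at 37 °C. Each well was multiplexed: SteadyGlo luminescence measured ATXN2-luciferase expression after a fluorogenic Gly-Phe-AFC viability readout (25 uM final).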
HT1080 IDH1KD tx – qHTS for induction of synthetic lethality in tumor cells producing 2HG: qHTS for the HT-1080-IDH1KD cell line; Potency, µM (highest dose often 46.1 µM), for the others: at the top dose activity, negative = toxicity, hits mostly cytotoxic; 360,000 tested, 2% active; HT-1080 IDH1 knockdown viability, ATP luminescence, 48 h; AID 686971, 2013;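 note: potency is the fitted concentration of half-maximal effect; 0% = DMSO wells and -100% = cell-free medium wells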
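Viability of IDH1-knockdown HT-1080 fibrosarcoma cells was assessed by CellTiter-Glo after 48 h at 37 °C with titrated compound; concentration-effect curves were classified by fit quality and response size.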
SW480 rereplic – A quantitative high throughput screen for small molecules that induce DNA re-replication in SW480 colon adenocarcinoma cells; SW480 DNA re-replication, Hoechst DNA content imaging, 48 h; Potency, µM (top dose mostly 46.1 µM), inactives show at the highest dose re-replication activation, most hits filed as activators; 340,000 tested, 1.8% active; note: potency is the fitted concentration of half-maximal effect; % of control where 0% means no effect; nearly all actives have a fitted effect of over 55% in size
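SW480 cells exposed to compounds for 48 hr at 37 C, 5% CO2, then Hoechst-stained 40 min. Nuclear DNA content imaged by fluorescence scanning (405 nm excitation, 500-530 nm emission); re-replication scored as increased high-intensity nuclei.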
IL1B secr inh – qHTS for Inhibitors of Inflammasome Signaling: IL-1-beta AlphaLISA Primary Screen. THP-1 LPS/ATP IL-1B secretion, AlphaLISA, 16 h; stronger effect = lower value. activity change, % at 57.5 µM. 360,000 tested, 4.7% active; in the data active = activity change below about -50%; inconclusive = mostly about -30% to -49%; note: % is set by controls: 0 for no effect and ±100 for the full control effect
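THP-1 cells pretreated 1 hr with compounds (up to 57.5 uM final), then stimulated with LPS (250 ng/mL final) plus ATP (1.25 mM final); secreted IL-1B measured by AlphaLISA after 16 hr, decreased signal indicating inhibition.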
S2 tox – Viability Counterscreen for Primary qHTS for Inhibitors of ATXN expression; Potency, µM (highest dose often 56.7 µM), actives largely listed as cytotoxic; 400,000 tested, 0.49% active; S2 cells (HEK-293 line with an ATXN2-luciferase reporter) viability, CellTiter-Fluor protease fluorescence, 24 h; note: potency is the fitted concentration of half-maximal effect; nearly all actives have a fitted effect of over 40% in size
Starred values were filed as active, the others as inactive; i = inactive; ? = inconclusive; . = not tested or not shown; [ ] = another dose, or the depositor's remark. Unless noted, calls come from the whole dose curve; as a rule, active = well fitted curve in the direction sought with a large enough effect; inconclusive = small, poorly fitted or top-dose-only effect, or another doubt; inactive = no such curve, though single readings can be large; an effect the other way counts as inactive or inconclusive.

1. CC(CC(C)C(=O)Nc1ccccc1C(C)(C)C)C(=O)O (stereo unspecified)
2. Cc1ccnc(N2C(=O)C3C4CC(C(Br)C4Br)C3C2=O)c1 (stereo unspecified)
3. COc1cc2c3c(c1OC)C1(C=CC(=O)C=C1)CC3N(C(=O)c1ccccc1)CC2 (stereo unspecified)
4. COc1ccc(C2C(C(=O)O)CC(=O)N2c2ccc(OC)cc2)cc1 (stereo unspecified)
5. Cc1cccc2c1NC(C)CC2C (stereo unspecified)
6. c1cc(CNc2ccc(N3CCOCC3)cc2)ccn1
7. CCN(CC)c1ccc(/C=N/NC(=O)c2ccc3c(c2)OCCO3)cc1
8. O=C(CNC(=O)c1ccc(Br)o1)Nc1cccc(S(=O)(=O)N2CCCC2)c1

assay / compound,1,2,3,4,5,6,7,8
HT1080-NT tox,9%,2%,16%,10%,0%,12%,-14%,-2%
MCF10A rerep,-1%,-1%,-2%,5%,1%,8%,2%,-3%
HepG2 tox,-21%,5%,-13%,-21%,-10%,-1%,-17%,6%
KB-3-1 tox,8%,1%,4%,17%,6%,1%,-12%,-14%
ATXN2 expr inh,4%,1%,-9%,-6%,2%,2%,6%,-4%
HT1080 IDH1KD tx,7%[9.24 µM],1%,4%,6%,12%,9%,?,-5%
SW480 rereplic,0%,-2%,-3%,1%[9.22 µM],-5%,-2%,?,-54%
IL1B secr inh,5,39,0,-10,-7,3,0,62
S2 tox,i,i,?,?,i,?,i,i

Retrieved by compound from the list above (3):
7. CCN(CC)c1ccc(/C=N/NC(=O)c2ccc3c(c2)OCCO3)cc1
8. O=C(CNC(=O)c1ccc(Br)o1)Nc1cccc(S(=O)(=O)N2CCCC2)c1
2. Cc1ccnc(N2C(=O)C3C4CC(C(Br)C4Br)C3C2=O)c1 (stereo unspecified)

assay / compound,7,8,2
HT1080-NT tox,-14%,-2%,2%
MCF10A rerep,2%,-3%,-1%
HepG2 tox,-17%,6%,5%
KB-3-1 tox,-12%,-14%,1%
ATXN2 expr inh,6%,-4%,1%
HT1080 IDH1KD tx,?,-5%,1%
SW480 rereplic,?,-54%,-2%
IL1B secr inh,0,62,39
S2 tox,i,i,i

New compounds follow:
9. CSc1ccccc1NC(=O)C1CCN(S(C)(=O)=O)CC1
10. CC(OC(=O)c1nsc(Cl)c1Cl)C(=O)NCCc1ccccc1 (stereo unspecified)
11. FC(F)(F)c1cccc(Cc2noc(CN3C[C@@H]4CCC[C@H]3C4)n2)c1
12. Cc1cc(Br)cn2c(Cc3ccccc3)c(-c3ccccc3)nc12
13. COc1ccc(NC(=O)c2oc3ccccc3c2NC(=O)C2CCCCC2)c(OC)c1
14. COC(=O)CC(=O)CSc1nc2cc(C(=O)NCC(C)C)ccc2c(=O)n1CCc1ccccc1
15. CC(OC(=O)C1CC(=O)N(Cc2ccco2)C1)C(=O)Nc1ccc(F)cc1Cl (stereo unspecified)
16. CCCCCCCC(=O)NNC(=O)c1c(O)c2ccccc2n(CCC)c1=O

assay / compound,9,10,11,12,13,14,15,16
HT1080-NT tox,-1%,-1%,5%,-9%,.,.,7%,5%
MCF10A rerep,3%,-3%,7%,.,.,.,2%,20%
HepG2 tox,19%,26%,-9%,-14%,-3%,-3%,2%,-1%
KB-3-1 tox,21%,-3%,-2%,?,-7%,0%,-8%,?
ATXN2 expr inh,66%[activator],4%,-6%,18%,-7%,-10%,-2%,0%
HT1080 IDH1KD tx,2%,7%,9%,-12%,.,.,6%,8%
SW480 rereplic,-38%[inhibitor],0%,3%,.,.,.,-2%,3%
IL1B secr inh,-12,22,-19,38,.,.,23,13
S2 tox,i,?,i,?,i,i,i,i

17. O=C(N/N=C/c1ccc(N2CCCCC2)o1)c1ccccc1
18. CCn1nnnc1NC(=O)c1ccc2ccccc2c1
19. O=C(CN1CCN(c2nc(-c3ccccc3)cs2)CC1)Nc1ccc2c(c1)OCO2
20. O=C(COC(=O)c1ccc(N2CCCC2=O)cc1)c1ccccc1
21. Cc1ccc(CN(CC(=O)N/N=C/c2ccco2)S(=O)(=O)c2ccc(C)cc2)cc1
22. Cc1cc(NC(=O)c2ccccc2F)ncc1NC(=O)c1cccs1
23. CCCn1nc(CC(=O)O)c2ccccc2c1=O
24. CC(=O)Nc1ccc(Oc2ccc(NC(C)=O)c(NC(C)=O)c2)cc1

assay / compound,17,18,19,20,21,22,23,24
HT1080-NT tox,-26%,-1%,-18%,-8%,0%,0%,13%,5%
MCF10A rerep,23µM*,-7%,0%,-8%,7%,-15%,3%,0%
HepG2 tox,-35%,-3%,-8%,-3%,-64%,-2%,5%,6%
KB-3-1 tox,?,0%,?,1%,11%,1%,12%,2%
ATXN2 expr inh,?,-5%,-20%,-4%,-9%,.,0%,.
HT1080 IDH1KD tx,?,-5%,-1%,-3%,0%,-9%,12%,5%
SW480 rereplic,?,4%,-1%,-10%,1%,2%,6%,-104%[inhibitor]
IL1B secr inh,-96*,-6,-10,-8,-9,-4,9,30
S2 tox,?,i,i,i,i,i,i,i

25. COc1cc(-c2nc3ccc4ccccc4c3c3c2CCC3)ccc1O
26. COc1ccc(Oc2nc(-c3ccccc3)ncc2S(=O)(=O)c2ccccc2)cc1
27. CCCC1C(=O)N(Cc2ccccc2)C(=O)CC1C (stereo unspecified)
28. CCOC(=O)N1CCC(NCCNC(=O)c2cccs2)CC1
29. CCCCOC(=O)c1ccc(NC(=S)NC(=O)c2c(Br)c(C)nn2C)cc1
30. COc1ccc(NC(=O)CSCC(=O)NCc2ccco2)cc1
31. COc1ccc(C(=O)OCC(=O)NC(=O)NC(C)C)cc1OC
32. CCOc1ccc(N(CC(=O)NCc2ccco2)S(=O)(=O)c2ccc(OC)c(OC)c2)cc1

assay / compound,25,26,27,28,29,30,31,32
HT1080-NT tox,?,10%,4%,18%,-16%,8%,-2%,15%
MCF10A rerep,?,1%,4%,0%,?,0%,1%,-1%
HepG2 tox,-111%,5%,4%,2%,-3%,-5%,-24%,2%
KB-3-1 tox,-2%,-7%,-1%,0%,-1%,3%,-10%,24%
ATXN2 expr inh,-22%,12%,-5%,26%,-14%,4%,-32%,4%
HT1080 IDH1KD tx,?,8%,3%,15%,-19%,7%,0%,2%
SW480 rereplic,-1%,-4%,-7%,0%,-22%,-2%,-4%,-3%
IL1B secr inh,-28,23,19,-15,16,3,27,-7
S2 tox,i,i,i,i,i,i,i,i

33. COc1cccc(NC(=O)NCc2ccccn2)c1
34. CC1OC2C(OC1C)N(S(C)(=O)=O)CCN2S(C)(=O)=O (stereo unspecified)
35. CCCn1c2ccccc2c2cnn(CC(=O)NCc3cc(OC)ccc3OC)c(=O)c21
36. CC(=O)Nc1cccc(C(=O)Nc2nc(C)cs2)c1
37. CCC(=O)N(C)CCc1cc2c(c(OC)c1/C=N/NC(=O)c1ccc(Br)cc1)OCO2
38. O=C(NC(C(=O)N/N=C/c1ccccn1)c1n[nH]c(=O)c2ccccc12)c1ccccc1 (stereo unspecified)
39. COc1ccc2cc3cc(C(=O)NCCN4CCc5ccccc5C4)sc3nc2c1
40. O=C(c1ccc(NS(=O)(=O)c2ccc(Cl)cc2)cc1)N1CCOCC1

assay / compound,33,34,35,36,37,38,39,40
HT1080-NT tox,8%,-2%,.,14%,6%,4%,1%,3%
MCF10A rerep,-13%,10%,.,-3%,2%,?,11%,-4%
HepG2 tox,-14%,1%,3%,3%,-6%,4%,-9%,17%
KB-3-1 tox,9%,-1%,-2%,-5%,13%,14%,18%,0%
ATXN2 expr inh,17%,1%,-3%,4%,1%,20%,8%,-1%
HT1080 IDH1KD tx,0%,0%,.,16%,7%,14%,1%,4%
SW480 rereplic,-12%,-2%,.,-6%,-1%,28%,-4%,?
IL1B secr inh,-4,21,.,13,-13,22,-1,-1
S2 tox,i,i,i,i,i,i,i,i

41. COc1ccc(NC(=O)CCC(=O)Nc2nnc(C(C)C)s2)cc1Cl
42. C=CC[C@@H](CC(=O)N[C@H](CO)Cc1ccccc1)C(=O)NCCOC(=O)[C@@H](CC=C)CC(=O)OC(C)(C)C
43. COc1ccccc1NC(=O)C1CCN(C(=O)c2ccc(C(C)(C)C)cc2)CC1
44. Cc1ccc2cc(NC(=O)C3(C)CCN3C(C)C)ccc2n1 (stereo unspecified)
45. COc1ccc(-n2c(Cc3ccccc3)nnc2SCc2nc(-c3ccccc3C)no2)cc1

assay / compound,41,42,43,44,45
HT1080-NT tox,12%,3%,-9%,18%,.
MCF10A rerep,3%,5%,1%,.,.
HepG2 tox,-7%,-6%,-14%,-9%,-25%
KB-3-1 tox,5%,-4%,3%,0%,-2%
ATXN2 expr inh,2%,10%,23%,1%,?
HT1080 IDH1KD tx,19%,6%,-9%,?,.
SW480 rereplic,-37%[inhibitor],-28%[9.22 µM],-14%,.,.
IL1B secr inh,15,29,-26,-18,.
S2 tox,i,i,i,i,?

Sorted by the number under IL1B secr inh (descending): some entries from above.
no.	canonical_smiles	SW480 rereplic	IL1B secr inh
42	C=CC[C@@H](CC(=O)N[C@H](CO)Cc1ccccc1)C(=O)NCCOC(=O)[C@@H](CC=C)CC(=O)OC(C)(C)C	-28%[9.22 µM]	29
44	Cc1ccc2cc(NC(=O)C3(C)CCN3C(C)C)ccc2n1 (stereo unspecified)	.	-18
43	COc1ccccc1NC(=O)C1CCN(C(=O)c2ccc(C(C)(C)C)cc2)CC1	-14%	-26
